TDP1 cell CPT = DT40-hTDP1 cell growth loss with CPT; Potency, µM (highest dose often 46.2 µM), without a hit: at the highest dose activity change, negative = growth inhibition, usual class: inhibitors; hit rate 12% among 420,000; AID 686979; chicken DT40 Tdp1-/-;hTDP1 cells + 20 nM CPT, ATP luminescence, 48 h; further: nearly all actives have a fitted effect of over 55% in size
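Chicken DT40 Tdp1-/- cells complemented with human TDP1, 400 cells/well, exposed to compounds plus 20 nM camptothecin for at least 48 h at 37 C; viability read as ATP content by CellTiter-Glo luminescence.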
TDP1 cell noCPT = qHTS for Inhibitors of human tyrosyl-DNA phosphodiesterase 1 (TDP1): qHTS in cells in absence of CPT | DT40 Tdp1-/- hTDP1 cells, no CPT, ATP luminescence, 48 h | hit rate 15% among 420,000 | AID 686978, 2013 | Potency, µM (top dose mostly 46.2 µM), inactives show top-dose activity change, negative = growth inhibition, hits mostly inhibitors; further: nearly all actives have a fitted effect of over 55% in size
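DT40 Tdp1-/-;hTDP1 cells, no CPT (DMSO vehicle only), 400 cells/well; compounds pin-transferred; ≥48 hr, 37 °C; CellTiter-Glo 30 min RT dark, luminescence read.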
TDP1 inh = TDP1 (human) enzyme inhibition | Q9NUW8 | recombinant TDP1, AlphaScreen DNA substrate cleavage | Potency, µM (doses to about 130 µM), for inactives: at the top dose activity change, negative = inhibition, usual class: inhibitors | hit rate 0.28% among 350,000 | AID 485290; further: nearly all actives have a fitted effect of over 40% in size
Target sequence (Q9NUW8 whole entry, looked up): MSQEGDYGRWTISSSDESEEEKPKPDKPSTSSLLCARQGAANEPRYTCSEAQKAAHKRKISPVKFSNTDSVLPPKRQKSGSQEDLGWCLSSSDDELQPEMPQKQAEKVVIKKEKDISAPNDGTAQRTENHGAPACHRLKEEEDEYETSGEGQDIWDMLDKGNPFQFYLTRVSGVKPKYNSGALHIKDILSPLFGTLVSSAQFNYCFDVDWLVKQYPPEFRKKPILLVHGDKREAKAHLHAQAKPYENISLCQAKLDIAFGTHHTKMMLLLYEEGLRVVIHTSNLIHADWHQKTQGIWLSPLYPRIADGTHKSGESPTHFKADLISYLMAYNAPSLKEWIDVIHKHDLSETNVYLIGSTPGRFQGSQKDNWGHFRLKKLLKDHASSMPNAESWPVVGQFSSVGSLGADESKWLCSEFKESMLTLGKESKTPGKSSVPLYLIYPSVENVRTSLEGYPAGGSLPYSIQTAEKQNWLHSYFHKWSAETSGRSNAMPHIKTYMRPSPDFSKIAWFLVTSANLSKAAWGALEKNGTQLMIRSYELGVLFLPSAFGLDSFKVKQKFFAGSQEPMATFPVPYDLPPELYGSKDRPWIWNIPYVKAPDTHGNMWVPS
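Signal: AlphaScreen proximity between streptavidin donor and anti-FITC acceptor beads on intact substrate. Reaction: Tdp1 1 nM, substrate 15 nM final, 5 min RT after 15 min compound preincubation.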
* marks the source's active call; other numbers are inactive results; ? = inconclusive; . = no result given; & = joins results of further samples; [ ] = dose if it differs, or a comment. The call rests on the fitted dose curve; in most records, active means well fitted curve in the direction sought with a large enough effect; inconclusive means small, poorly fitted or top-dose-only effect, or another doubt; inactive means no such curve, though single readings can be large; an effect the other way counts as inactive or inconclusive. On the % scale 0 is the no-effect control and ±100 the full control effect; potency means the concentration at half of the fitted maximal effect.

SMILES | TDP1 cell CPT | TDP1 cell noCPT | TDP1 inh
O=C(Cc1cccs1)Nc1ccccc1 | -17% | -19% | .
CCOP(=O)(OCC)c1nc(-c2ccccc2)oc1N1CCCCC1 | 21µM* | 16µM* | .
O=C(CN1C(=O)NC2(CCCCCCC2)C1=O)Nc1ccc(Cl)cc1 | 13µM* | 15µM* | -1%
Cc1ccc2nc(N3CCN(c4cccc(C)c4C)CC3)c3nncn3c2c1 | -25% | -9% | -4%[12.3 µM]
COc1ccc(-n2nnnc2SCC(=O)c2ccc3c(c2)OCCO3)c(OC)c1 | ? | 13µM* | 1%
Cc1cc(C(=O)O)ccc1-n1c(C)cc(/C=C2\SC(=O)NC2=O)c1C | 39%[activator] | -28% | -3%
O=c1ccccn1CCOc1ccc(Cl)cc1 | 0% | -5% | 2%
CCn1cc(SCC(=O)NCc2ccc3c(c2)OCO3)c2ccccc21 | 2% | ? | 6%
C/C(=N\NS(=O)(=O)c1cccc([N+](=O)[O-])c1)c1cccnc1 | -3% | -9% | 8%
O=C(Nc1c(Cl)cccc1Cl)c1cc(=O)n(Cc2ccccc2)c(=O)[nH]1 | -5% | -24% | 5%
Cc1ccc(NC(N)=S)cc1 | -6% | 2% | 0%
Cc1cc(C(=O)C(=O)O)c(C)n1-c1ccc(Cl)cc1 | 24% | -15% | 0%
O=C(COC(=O)c1ccco1)NCc1cccs1 | -10% | ? | 2%
CCOc1ccccc1C(=O)Nc1ccsc1C(=O)OC | 4.1µM* | 3.7µM* | -5%
COc1ccc(C(=O)NC(=S)NC(C)c2ccccc2)cc1 (configuration not stated) | -1% | ? | .
O=C(NC(c1ccccc1)c1ccsc1)C1CCN(Cc2ccc(Oc3ccccc3)cc2)CC1 (configuration not stated) | ? | 18µM* | .
COc1cc(C)c(COc2ncnc3ccccc23)cc1OC | ? | ? | 4%
CCOc1ccc2nc(SC(CC)C(=O)Nc3cc(C)on3)sc2c1 (configuration not stated) | ? | 18µM* | 2%
COc1ccc(C2=NN(C3=NN=C(N)Cc4ncnn43)C(O)(C(F)(F)F)C2)cc1 (configuration not stated) | 15% | 9% | 8%
C=CCNC(=O)c1onc(CSc2ccc(F)cc2)c1C(=O)O | -9% | 2% | 7%
O=C(Nc1ccc(NC(=O)C2CC2)cn1)c1ccccc1Cl | ? | ? | 3%
NNC(=O)CNC(=O)c1ccc(F)cc1 | 13% | 1% | -3%
O=C(N/N=C/c1cccc(O)c1)c1ccc(-n2cnnn2)cc1 | -1% | ? | -10%
Cc1nn2c(=O)cc(COC(=O)c3c(F)cccc3Cl)nc2s1 | 0% | 12% | -9%
CCC(=Nc1ccc(N)cc1)C1=C(O)C(C(=O)OC)C(C)(C)CC1=O (configuration not stated) | ? | ? | 6%
OC[C@@H]1[C@@H](c2ccccc2)C(c2ccc(F)cc2)=NN1c1ccccc1 | ? | ? | -21%[56.1 µM]
COc1cccc(CN2CCC(C(=O)N3CCN(c4ccccc4F)CC3)CC2)c1 | -5% | ? | 0%
COc1ccc(Nc2ncc3c(n2)CCN(Cc2ccccc2C)C3)c(OC)c1 | ? | 10µM* | 9%
CCSc1ccccc1C(=O)NCc1ccc(OC)cc1 | 10% | -9% | 3%
Cc1ccc(CSC2=Nc3ccccc3C3=NC(CCC(=O)NCc4cccs4)C(=O)N23)c(C)c1 (configuration not stated) | ? | ? | 8%
O=C(CCCN1C(=O)c2cccnc2C1=O)Nc1ccc(F)cc1Cl | -4% | 15% | .
O=C(NNc1ccccc1[N+](=O)[O-])Nc1cccc(Cl)c1 | 21µM* | 15µM* | .
O=C(NCCSc1c(-c2ccc(Br)cc2)[nH]c2ccccc12)c1ccc(S(=O)(=O)N2CCOCC2)cc1 | 3.7µM* | 4.1µM* | 6%
C[C@H](c1ccccc1)N1C[C@H](COCc2ccccc2)Oc2cc(N3CC[C@@H](N(C)C)C3)ccc2S1(=O)=O | 10% | -19% | .
Cc1ccc(/C=C/C(=O)Nc2cc(S(=O)(=O)N3CCCCCC3)ccc2OCC(F)(F)F)o1 | ? | ? | 2%
CC(C)(C)NC(=O)CSc1nnc(C2CC2)n1-c1ccccc1 | 2% | -15% | 0%
CCN(CC)CCN(C(=O)CCS(=O)(=O)c1ccccc1)c1nc2cc(C)cc(C)c2s1 | 21µM* | ? | 5%
CCc1ccccc1NC(=O)Cn1c(=O)n(Cc2ccco2)c(=O)c2ccccc21 | -28% | -22% | -2%
CCn1c(=O)c2sccc2n2c(CCCC(=O)N3CCN(c4cccc(Cl)c4)CC3)nnc12 | 18µM* | 16µM* | 0%
O=S(=O)(NCC(Nc1ccc(Cl)cc1)c1ccccc1)c1ccccc1 (configuration not stated) | ? | 16µM* | 0%&0%
Cn1c(=O)c2c(SCC(=O)N3CCOCC3)nc(-c3ccccc3Cl)nc2n(C)c1=O | ? | ? | 0%
Cc1ccccc1C(=O)NC(=S)NCc1cccnc1 | 4% | -7% | 0%
O=C(O)C1Cc2[nH]cnc2C(c2ccc(F)cc2)N1 (configuration not stated) | 0% | -11% | 6%
CN(C)CCN(Cc1cc2cc3c(cc2[nH]c1=O)OCCO3)C(=S)NCC1CCCO1 (configuration not stated) | ? | ? | -5%
CCCN1C(=O)c2ccc(C(=O)Nc3ccccc3C(=O)O)cc2C1=O | -3% | -6% | .
COCCN(C(=O)COC(=O)c1ccccc1Oc1ccccc1)c1c(N)n(Cc2ccccc2)c(=O)[nH]c1=O | -4% | -16% | 7%
CCCNC(=O)Cn1cnc2sc(C(=O)N3CCCC(C(=O)OCC)C3)c(C)c2c1=O (configuration not stated) | 7% | -9% | 6%
O=C1c2cccc3cc(Br)cc(c23)C(=O)N1Nc1ccccc1 | ? | ? | 6%
c1ccc(-c2cc(-c3ccccc3)n3ncnc3n2)cc1 | ? | 29µM* | 0%
Cc1ccc(S(=O)(=O)Oc2ccc(/C=C(/NC(=O)c3ccccc3)C(=O)NCCC(=O)O)cc2)cc1 | 7% | -1% | 1%

Later entries.
SMILES | TDP1 cell CPT | TDP1 cell noCPT | TDP1 inh
Cc1ccc(S(=O)(=O)N2CCC(C(=O)OCC(=O)Nc3cc(S(C)(=O)=O)ccc3Cl)CC2)cc1C | 0% | 1% | 2%
O=C(NCc1ccc2c(c1)OCO2)c1ccc(S(=O)(=O)N2CCCCC2)cc1 | -13% | -1% | -9%
O=S1(=O)CCO[C@H]2CCCC[C@@H]2N1Cc1ccccc1Br | ? | ? | .
COc1cccc(-c2c(C(=O)N/N=C/c3ccc(C)o3)nnn2-c2nonc2N)c1 | -10% | 14% | 1%
COC(=O)c1ccc2c(=O)[nH]c(CN3c4ccccc4CC3C)nc2c1 (configuration not stated) | -16% | ? | 4%
CCn1cnc2cc(NC(=O)c3ccco3)ccc21 | -12% | -13% | 0%
O=C(COC(=O)c1ccc2ccccc2c1O)Nc1ccccc1 | -2% | 0% | 2%
Cc1ccc(S(=O)(=O)N2CCC(C(=O)OCC(=O)NC(C)c3ccc(F)cc3)CC2)cc1C (configuration not stated) | -2% | 12% | 1%
COc1ccc(-c2nc(CS(=O)CC(=O)NC3CCCC3)c(C)o2)cc1OC (configuration not stated) | 1% | 4% | 4%
O=C1N(Cc2cccc(Cl)c2)C[C@@H]2C[C@@H](c3ccco3)N3CCC[C@@]123 | 20% | -11% | 3%

Three compounds out of the list, ordered by heavy-atom count, largest number first:
SMILES | TDP1 cell CPT | TDP1 cell noCPT | TDP1 inh
COc1ccc(-c2nc(CS(=O)CC(=O)NC3CCCC3)c(C)o2)cc1OC (configuration not stated) | 1% | 4% | 4%
O=S1(=O)CCO[C@H]2CCCC[C@@H]2N1Cc1ccccc1Br | ? | ? | .
CCn1cnc2cc(NC(=O)c3ccco3)ccc21 | -12% | -13% | 0%

Further records.
SMILES | TDP1 cell CPT | TDP1 cell noCPT | TDP1 inh
CCCCC(=O)Nc1cc(NC(=O)CC)ccc1Cl | 3% | -2% | 1%
O=C(N/N=C/c1ccccc1C(=O)O)c1ccncc1 | 9% | 3% | .
Cc1ccccc1-n1c(SCC(=O)Nc2ccccc2)nc2nc3c(cc2c1=O)CCCC3 | ? | 16µM* | 3%
C=CCSc1nc(C)cc(C(=O)OCC)c1C#N | 14% | -1% | -13%
COc1ccc(N(C(=O)c2ccc(C)cc2)S(=O)(=O)c2ccc(Cl)cc2)cc1 | ? | ? | 2%[2.28 µM]
CCC(=O)Nc1ccc(C(=O)Nc2cccc(OC)c2)cc1 | 5% | -23% | 4%
COC(=O)C=C1CCC2C3CCC4=CC(=O)CCC4(C)C3C(=O)CC12C (configuration not stated) | -28% | ? | .
Cc1c(NS(=O)(=O)CC23CCC(CC2=O)C3(C)C)c(=O)n(-c2ccccc2)n1C (configuration not stated) | -17% | -5% | 5%
Clc1nc(Nc2ccccc2)nc(Nc2ccccc2)n1 | -4% | -21% | 0%
Cc1ccccc1OCC(=O)NCCS(=O)(=O)N1CCN(c2ccc(F)cc2)CC1 | ? | ? | 2%
CC(=O)N1c2ccc(S(=O)(=O)NCCC(=O)NCCc3ccc(C)cc3)cc2CC1C (configuration not stated) | 21µM* | ? | 1%
Cc1ccc(NC(=O)c2ccc3c(=O)n4c(nc3c2)CCCCC4)cc1F | -21% | ? | 2%[0.0935 µM]
COCCn1c(C)c(C)c(S(=O)(=O)c2ccccc2)c1N | -24% | 1% | .
COc1ccccc1NC(=O)Cc1csc(N)n1 | 3% | -2% | -2%
Cc1cc(C)nc(NC(=O)c2c(-c3ccccc3Cl)noc2C)c1 | ? | 21µM* | 1%
O=C(Nc1ccncc1)C1CC(=O)N(Cc2ccccc2)C1 (configuration not stated) | -4% | -17% | .

24 of the compounds above, tab-delimited.
Molecule	TDP1 cell CPT	TDP1 cell noCPT	TDP1 inh
O=C(NCc1ccc2c(c1)OCO2)c1ccc(S(=O)(=O)N2CCCCC2)cc1	-13%	-1%	-9%
O=S1(=O)CCO[C@H]2CCCC[C@@H]2N1Cc1ccccc1Br	?	?	.
COc1cccc(-c2c(C(=O)N/N=C/c3ccc(C)o3)nnn2-c2nonc2N)c1	-10%	14%	1%
COC(=O)c1ccc2c(=O)[nH]c(CN3c4ccccc4CC3C)nc2c1 (configuration not stated)	-16%	?	4%
CCn1cnc2cc(NC(=O)c3ccco3)ccc21	-12%	-13%	0%
O=C(COC(=O)c1ccc2ccccc2c1O)Nc1ccccc1	-2%	0%	2%
Cc1ccc(S(=O)(=O)N2CCC(C(=O)OCC(=O)NC(C)c3ccc(F)cc3)CC2)cc1C (configuration not stated)	-2%	12%	1%
COc1ccc(-c2nc(CS(=O)CC(=O)NC3CCCC3)c(C)o2)cc1OC (configuration not stated)	1%	4%	4%
O=C1N(Cc2cccc(Cl)c2)C[C@@H]2C[C@@H](c3ccco3)N3CCC[C@@]123	20%	-11%	3%
CCCCC(=O)Nc1cc(NC(=O)CC)ccc1Cl	3%	-2%	1%
O=C(N/N=C/c1ccccc1C(=O)O)c1ccncc1	9%	3%	.
Cc1ccccc1-n1c(SCC(=O)Nc2ccccc2)nc2nc3c(cc2c1=O)CCCC3	?	16µM*	3%
C=CCSc1nc(C)cc(C(=O)OCC)c1C#N	14%	-1%	-13%
COc1ccc(N(C(=O)c2ccc(C)cc2)S(=O)(=O)c2ccc(Cl)cc2)cc1	?	?	2%[2.28 µM]
CCC(=O)Nc1ccc(C(=O)Nc2cccc(OC)c2)cc1	5%	-23%	4%
COC(=O)C=C1CCC2C3CCC4=CC(=O)CCC4(C)C3C(=O)CC12C (configuration not stated)	-28%	?	.
Cc1c(NS(=O)(=O)CC23CCC(CC2=O)C3(C)C)c(=O)n(-c2ccccc2)n1C (configuration not stated)	-17%	-5%	5%
Clc1nc(Nc2ccccc2)nc(Nc2ccccc2)n1	-4%	-21%	0%
Cc1ccccc1OCC(=O)NCCS(=O)(=O)N1CCN(c2ccc(F)cc2)CC1	?	?	2%
CC(=O)N1c2ccc(S(=O)(=O)NCCC(=O)NCCc3ccc(C)cc3)cc2CC1C (configuration not stated)	21µM*	?	1%
Cc1ccc(NC(=O)c2ccc3c(=O)n4c(nc3c2)CCCCC4)cc1F	-21%	?	2%[0.0935 µM]
COCCn1c(C)c(C)c(S(=O)(=O)c2ccccc2)c1N	-24%	1%	.
COc1ccccc1NC(=O)Cc1csc(N)n1	3%	-2%	-2%
Cc1cc(C)nc(NC(=O)c2c(-c3ccccc3Cl)noc2C)c1	?	21µM*	1%

Hits appear at their usual frequency (roughly 18% active in at least one column).
